MEKK2wt PB1 HTS: modulators of MEK5 binding to wildtype MEKK2, primary screen, biochemical, multiplex bead flow cytometry, Alexa488-MEK5. Mitogen-activated protein kinase kinase kinase 2 (Homo sapiens), Q9Y2U5. Alexa488-MEK5 binding to MEKK2 WT; actives lie on both sides. binding response (% of control), % at 10 µM. 290,000 tested, 1.1% active; in the data active = binding response below about 67% or above about 130%
PfM18AAP inh: PfM18AAP inhibitors, malaria aminopeptidase, primary screen, biochemical, QFRET, recombinant enzyme. M18 aspartyl aminopeptidase (Plasmodium falciparum 3D7). H-Glu-NHMec fluorogenic cleavage. inhibition, % at 7.35 µM. 290,000 tested, 1.2% active;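 active = inhibition above the campaign mean inhibition over all tested compounds plus 3 SD, cut at about 28% in these data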;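 note: 0% = plate median of test compound wells and 100% = 2 mM ZnCl2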
MEKK2 mut-MEK5: MEK5 binding signal on mutant MEKK2 PB1, primary screen, biochemical, multiplex bead flow cytometry, Alexa488-MEK5; Alexa488-MEK5 binding to MEKK2 mutant; percent response, % at 10 µM; 290,000 tested, 0.35% active; AID 1530, 2009; in the data active = percent response above about 24%, passing the limit was not always enough; note: inactives centre near 1; some results filed as inactive read as strong as hits
VIM-2 inh: VIM-2 metallo-beta-lactamase inhibitors, primary screen, biochemical, epi-absorbance readout, Pseudomonas aeruginosa enzyme; purified VIM-2, nitrocefin hydrolysis, epi-absorbance fluorescence; inhibition, % at 5.6 µM; 290,000 tested, 0.89% active; AID 1527, 2009;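 active = inhibition above the mean of all tested compounds plus 3 SD, cutoff set per screening run, cut at about 7.5% in these data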;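 note: red hydrolysis product quenches plate fluorescence so inhibitors raise well fluorescence; 0% = enzyme with DMSO and 100% = DMSO without enzyme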
IMP-1 inhibitor: IMP-1 metallo-beta-lactamase inhibitors, primary screen, biochemical, epi-absorbance readout, Pseudomonas aeruginosa enzyme. 290,000 tested, 0.45% active. purified IMP-1, nitrocefin hydrolysis, epi-absorbance fluorescence. inhibition, % at 5.6 µM. AID 1556, 2009;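 active = inhibition above the mean plus 3 SD of all compounds in the same screening run, cut at about 4.5% in these data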;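 note: 0% = IMP-1 with DMSO and 100% = DMSO wells lacking enzyme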
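system = purified recombinant IMP-1 beta-lactamase | amount = 0.2 nM IMP-1, as dispensed | medium = HEPES buffer pH 7.1 with ZnSO4 and Brij 35 | times = 25 °C, 15 min preincubation, 25 min reaction | detection = plate fluorescence quenching by hydrolysis product, ex 480/em 530 nm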
DNA FID counter: compounds displacing fluorescent DNA intercalator, primary screen, artefact control for HCV NS3 helicase inhibitor project, biochemical, FID fluorescence. DNA fluorescent intercalator displacement. 290,000 tested, 0.17% active. inhibition, % at 7.9 µM; in the data active = inhibition above about 37%;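 note: 0% = vehicle and 100% = reference compound; higher means more ethidium bromide displaced from hairpin DNA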
SUMO HTRF inh: inhibitors of in vitro SUMOylation cascade, primary screen, biochemical, HTRF, uHTS. HTRF SUMOylation assay, SAE1/SAE2 + UBC9. SUMO-conjugating enzyme UBC9 (Homo sapiens), P63279. AID 2006, 2009. inhibition, % at 35 µM. 290,000 tested, 0.36% active; in the data active = inhibition above about 50%, passing the limit was not always enough; note: strong numbers were not always called active
Target sequence (P63279 whole entry, looked up): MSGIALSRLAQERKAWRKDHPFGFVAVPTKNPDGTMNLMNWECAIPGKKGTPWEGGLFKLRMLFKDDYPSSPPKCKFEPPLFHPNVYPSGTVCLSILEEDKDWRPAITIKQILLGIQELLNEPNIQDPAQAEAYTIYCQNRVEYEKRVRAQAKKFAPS
NALP1 inh: NALP1 inflammasome inhibitors in reconstituted yeast, colorimetric, S. cerevisiae, triplicate retest; S. cerevisiae NALP1/ASC/caspase-1 growth, X-gal OD620, 72 h; inhibition, % at 10 µM; 280,000 tested, 0.61% active; AID 2071, 2009; in the data active = inhibition mostly above about 24%, no sharp cut-off; inactive = mostly below about 32%; note: some compounds called inactive have numbers as strong as hits
HCV NS3 hel inh: inhibitors of HCV NS3 helicase, primary screen, biochemical, Cy5 molecular beacon fluorescence | Hepatitis C virus NS3 helicase | NS3 helicase DNA unwinding | inhibition, % at 10.9 µM | 290,000 tested, 0.56% active;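 active = inhibition above the mean of all tested compounds plus 3 SD, set per campaign, cut at about 35% in these data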;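 note: 0% = DMSO wells and 100% = thioflavine S control wells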
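System: Hepatitis C virus NS3 helicase domain fragment enzyme | Reagent: Annealed dual-labelled DNA beacon duplex, ATP-started | Compound dosing: 10.9 µM single point, 0.8% DMSO | Incubation: 1 h reaction at 25 °C, ATP-initiated | Technique: Cy5 fluorescence | Evaluation: Percent inhibition from t60/t0 fluorescence ratio | Benchmarks: Low DMSO, high thioflavine S at 110 µM | Replication: Singlicate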
Active calls of the source: *; . = no result given.

SMILES	MEKK2wt PB1 HTS	PfM18AAP inh	MEKK2 mut-MEK5	VIM-2 inh	IMP-1 inhibitor	DNA FID counter	SUMO HTRF inh	NALP1 inh	HCV NS3 hel inh
CCOc1ccc(-c2nc(N)ncc2-c2ccccc2)c(O)c1	107	-7	5	-0.2	-0.3	-15	-8	26	-20
Cn1c(NC(=O)c2ccccc2)nc2ccccc21	103	1	1	-1.2	-0.2	-13	23	7	21
COc1ccc(OC)c2sc(NC(=O)CCS(=O)(=O)c3ccccc3)nc12	108	-8	4	-2.3	-3.0	-3	.	.	4
CCN(CC)C(=O)c1sc(NC(=O)c2ccco2)c(C#N)c1C	104	5	6	-1.7	-2.5	-6	-25	-1	3
CCn1c(SCC(=O)c2ccc(O)c(O)c2)nnc1-c1ccccc1	.	41*	.	-1.5	-2.7	-10	-3	.	12
COc1ccc(-c2n[nH]c(C)c2-c2ccccc2OC)c(O)c1	105	7	8	-4.2	-3.9	-27	0	4	-2
CC(C)(C)NC(=O)C(=O)NNC(=O)c1cccc([N+](=O)[O-])c1	104	12	4	-2.5	-3.7	-1	8	-1	-8
COCCNc1nc2c(-c3cccc(C(F)(F)F)c3)nnn2c2ccccc12	102	1	6	-2.6	-2.7	-2	35	-10	5
CS(=O)(=O)c1ccc2nc(NC(=O)c3cccs3)sc2c1	98	-7	3	-0.3	-3.5	1	6	30	-3
COc1ccc(C2CC(=O)c3cnc(NC(=O)c4ccco4)nc3C2)cc1 (stereo not drawn)	109	2	9	-3.9	-4.2	-30	1	-2	16
Cc1ccc(S(=O)(=O)N2CCCCC2)cc1NC(=O)CSc1nnnn1C	91	-7	-1	0.9	-0.6	-7	9	.	6
O=C(CSc1nc(-c2ccco2)cc(C(F)(F)F)n1)N1CCN(c2cccc(Cl)c2)CC1	99	-5	2	-1.2	-3.8	-24	1	18	-10
O=C(NCc1nnc2c3ccccc3c(-c3ccccc3)nn12)c1ccc(Cl)cc1	98	-1	0	-0.4	-3.6	-3	-17	25	-19
N=c1c(C(=O)NCC2CCCO2)cc2c(=O)n3ccccc3nc2n1Cc1cccnc1 (stereo not drawn)	103	1	6	8.0*	-1.2	2	33	10	6
CCOc1ccc(C(=O)Nc2ccccc2N2CCOCC2)cc1	92	0	-6	-0.8	-1.7	-24	16	11	-5
CCn1cc(CNCc2cn(-c3ccccc3C)nc2-c2ccc(OC)c(F)c2)cn1	103	-8	-5	-4.7	-2.4	17	-6	0	-9
CCCCCCn1c(SCCC)nc2c1c(=O)[nH]c(=O)n2C	106	-5	7	-0.2	-4.0	-5	21	2	6
C[C@H]1CN=C(Nc2ccccc2)N1CCCC1CCCCC1	107	-7	6	0.3	-4.2	1	-3	9	-19
C=CCOc1c(Cl)cc(C2NC(=O)NC(C)=C2C(=O)OC)cc1Cl (stereo not drawn)	95	-2	-1	-2.2	-1.3	-18	7	7	3
CCCCN(CCCC)/C(N)=N/c1nc(C)cc(C)n1	99	-1	-2	0.0	0.1	0	0	-3	-12
O=C(NNc1cccc(Cl)n1)c1ccc(Cl)nc1	99	26	-1	-0.5	-2.4	-16	-38	32	1
O=C(c1ccc(CS(=O)Cc2ccccc2Cl)o1)N1CCN(C2CCCCC2)CC1 (stereo not drawn)	102	-5	0	0.0	0.4	-11	6	29	-2
CC(C)(C)NC(=O)CSc1nncn1NCc1c(Cl)cccc1Cl	108	1	3	-3.4	-3.8	-20	26	-5	-2
COc1cccc(NC(=O)c2ccccc2-c2nc(-c3ccccc3)no2)c1	105	1	8	-1.2	0.3	0	-15	-16	-6
COc1ccc(Oc2nnnn2-c2ccccc2)cc1	100	3	2	-3.4	3.3	-10	2	7	3
SMILES	MEKK2wt PB1 HTS	PfM18AAP inh	MEKK2 mut-MEK5	VIM-2 inh	IMP-1 inhibitor	DNA FID counter	SUMO HTRF inh	NALP1 inh	HCV NS3 hel inh
Cc1ccc(Cn2nc(C)c(NC(=O)c3cc(-c4ccc5c(c4)OCO5)on3)c2C)cc1	101	-5	4	1.1	1.2	-2	31	-9	-9
Nc1nc[nH]c(=O)c1N=Cc1ccccc1	105	3	0	0.3	0.4	-1	-8	4	26
N#Cc1c(NC(=O)Cn2nc(C(F)(F)F)c3c2CCCC3)sc2c1CCC2	95	5	-7	-5.4	-2.5	4	21	-26	7
CC(C)(C)NC(=O)NC(=O)COC(=O)CCCc1c[nH]c2ccccc12	99	4	-10	0.8	-1.6	-18	-8	38	-10
Cc1cc(-n2cnc3c(=O)[nH]cnc32)ccc1N	95	-5	3	-0.1	-0.4	-2	22	15	-3
Cc1nc(NC(=O)CSc2nnc3ccccn23)c(Cl)cc1Cl	106	5	4	-2.8	-2.9	-4	18	4	0
O=C1CC(c2ccccc2)C(=O)N1c1cccc(O)c1 (stereo not drawn)	95	-10	-1	0.1	-2.1	-8	-2	4	-5
O=C(C1CCN(S(=O)(=O)c2ccc(Br)s2)CC1)N1CCN(C2CCCCC2)CC1	101	-11	-5	0.4	-0.9	-6	13	9	-5
O=C1N/C(=N\c2ccccn2)SC1Cc1ccc(Cl)cc1 (stereo not drawn)	97	-13	-5	-3.4	-3.8	-5	8	-6	-3
CC(C)Cc1nnc(NC(=O)CCN2C(=O)c3ccccc3C2=O)s1	120	-7	13	-0.5	-3.5	-8	20	13	-4
CC(c1nccs1)N(C)C(=O)c1cn(Cc2cccc3ccccc23)nn1 (stereo not drawn)	99	-12	0	-4.3	-4.5	-48	-11	11	9
Cc1ccc(C)c(NC(=O)c2cnccn2)c1	106	-1	2	-0.1	-2.5	-5	-11	-3	4
CCCn1nnnc1NCc1cccn1C	97	4	-1	-1.3	-4.3	1	-11	5	7
CCNS(=O)(=O)c1ccc(NC(=O)c2cc(C(F)(F)F)nn2C)cc1	114	-17	15	1.5	-0.8	-6	8	12	-1
CC1CC(C)CN(S(=O)(=O)c2ccc(NN)nc2)C1 (stereo not drawn)	106	46*	7	-1.9	-3.5	-4	2	7	-5
CCOC(=O)c1nnn(-c2nonc2N)c1-c1cccs1	107	-5	5	0.3	0.6	2	-21	-2	-2
NC(=O)NCc1ccc(Cl)cc1	101	1	2	-1.6	-1.1	0	-7	7	4
CC(C)Cn1c(N)c(C(=O)COC(=O)c2ccc3ccccc3n2)c(=O)n(C)c1=O	97	3	-3	1.5	-2.4	-29	.	.	7
O=C(CSc1ccc(-c2ccccc2)nn1)NCC1CCCO1 (stereo not drawn)	103	-1	10	-3.9	-2.3	-5	13	14	4
COc1cccc(C(=O)N2CCN(C(=O)C3CC3)CC2)c1	100	0	-1	-1.9	-1.4	-2	-2	5	4
CCC(C)(C(=O)NC1CCCCC1)N(C(=O)c1cnccn1)c1c(C)n(C)n(-c2ccccc2)c1=O (stereo not drawn)	100	3	-2	0.4	-0.9	-14	23	1	3
COc1ccc(/C=N/NC(=O)c2ccc(COc3cccc4cccnc34)cc2)cc1OC	99	-6	-2	4.0	-2.0	-33	19	-20	-13
O=C(CN1CCOCC1)NCc1ccc(F)cc1	101	-19	0	0.6	0.1	-1	13	26	2
Cc1ccccc1NC(=O)CCN1CCN(C)CC1	109	-3	3	-1.5	0.8	-4	4	0	12
COC(=O)C(CSCc1ccccc1)NC(=O)CSc1nc(N)cc(=O)[nH]1 (stereo not drawn)	103	-1	3	-2.6	-2.0	-7	5	23	6

Three compounds from above with just SUMO HTRF inh, MEKK2wt PB1 HTS and NALP1 inh.
| SMILES | SUMO HTRF inh | MEKK2wt PB1 HTS | NALP1 inh |
| --- | --- | --- | --- |
| CC(C)Cn1c(N)c(C(=O)COC(=O)c2ccc3ccccc3n2)c(=O)n(C)c1=O | . | 97 | . |
| Cc1nc(NC(=O)CSc2nnc3ccccn23)c(Cl)cc1Cl | 18 | 106 | 4 |
| Cc1ccc(Cn2nc(C)c(NC(=O)c3cc(-c4ccc5c(c4)OCO5)on3)c2C)cc1 | 31 | 101 | -9 |

Later entries.
SMILES	MEKK2wt PB1 HTS	PfM18AAP inh	MEKK2 mut-MEK5	VIM-2 inh	IMP-1 inhibitor	DNA FID counter	SUMO HTRF inh	NALP1 inh	HCV NS3 hel inh
CN1C(C)(C)c2ccccc2OS1(=O)=O	111	-8	-3	0.0	-1.1	-9	10	-12	15
Cc1ccc2cc(C3CC(c4ccco4)=NN3C(=O)CCC(=O)O)c(Cl)nc2c1 (stereo not drawn)	98	-5	1	0.6	-2.0	-48	36	32	11
OC1(C#CCN2CCOCC2)CCCCC1	102	-12	4	-2.5	-3.0	0	-6	-14	1
CSCCC(NC(=O)COc1ccccc1)C(=O)NCc1cccs1 (stereo not drawn)	104	-1	2	-2.0	-1.1	-15	3	-2	-9
CCOC(=O)c1ccc(-n2c(-c3ccco3)nc3ccccc3c2=O)cc1	103	.	-1	.	.	.	16	15	.
CCCOc1cccc(C(=O)NCCNC(=O)c2ccco2)c1	102	0	-3	-1.6	-1.9	-12	-12	14	2
COc1ccc(NC(=O)c2oc3ccccc3c2NC(=O)COc2ccccc2OC)c(OC)c1	99	4	5	-0.7	-2.3	5	-6	20	2
O=C(COC(=O)c1sc2ccccc2c1Cl)NCC1CCCCC1	107	5	16	-4.2	-2.5	-4	-9	35	23
CCCC1=C(C(=O)OCC)C(c2cccs2)C(C#N)=C(N)O1 (stereo not drawn)	104	5	4	-0.8	2.7	-6	17	6	7
CCOC(=O)c1sc(C)c2c1NC1(CCCCC1)NC2=O	79	0	-36	-1.7	-3.5	-9	17	6	7
Cc1c(CC(=O)N[C@@H](CCCNC(N)=O)C(=O)O)c(=O)oc2cc3oc4c(c3cc12)CCCC4	104	7	5	-1.9	-3.1	-37	22	-4	22
Cn1nc(C(C)(C)C)c([N+](=O)[O-])c1C(=O)Nc1ccccc1	92	-1	-5	-0.2	1.1	3	-21	14	-1
Cc1ccc(-n2nc(C)c(NC(=O)CCl)c2C)cc1	102	0	-6	-0.7	0.4	8	-6	25	-3
CCCCN1C=CC(=C2N=c3cccc([N+](=O)[O-])c3=N2)C=C1	85	-4	-8	4.3	-0.5	14	0	22	18
COC(=O)C[n+]1cccc2ccccc21	67	4	2	-0.9	-0.4	0	8	-32	-11
Cc1noc(C)c1C(=O)NCCCc1ccccc1	100	5	-1	-0.9	-2.4	-10	11	-9	6
Cc1cc(C)c2c(C)c(C(=O)Nc3c(C)n(C)n(-c4ccccc4)c3=O)oc2c1	94	7	-4	0.9	-0.3	-29	-9	1	17
CC(C)OC(=O)CSc1nc2cccnc2n1C1CCCCC1	101	-3	5	-2.4	-3.1	-11	-12	19	6
CCOC(=O)C1=C(COc2ccccc2)NC(=O)NC1c1ccc(Cl)cc1 (stereo not drawn)	89	1	3	-4.1	1.8	-25	12	1	35
